Bcl-B TR3 displacers – displacers of TR3 peptide from Bcl-B, primary screen, selectivity assay for Bfl-1 inhibitor project, biochemical, fluorescence polarization; FP displacement of FITC-TR3 peptide from Bcl-B; higher % means a stronger effect; displacement, % at 20 µM, or IC50 in µM where a hit was titrated; actives 0.11% (n = 96,000); AID 748;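 active = displacement above 50% at 20 µM plus a fluorescence interference ratio under 1.5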;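 note: plate controls were wells without compound for no effect and wells lacking Bcl-B protein for full effect; a part of the inactive calls stands beside numbers as strong as those of hits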
MRP resist rev – reverses drug resistance mediated by MRP | actives 0.04% (n = 85,000) | differential viability (reversal), % at 10 µM | H69AR cells + 2 uM doxorubicin, CellTiter-Glo, 72 h;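 active = viability drop by adding the cancer drug above about 55%, with treated viability meeting a 40% cutoff, limit read from the data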;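 note: viability without doxorubicin minus viability with 2 µM doxorubicin for each compound; larger differential means the compound sensitizes cells more to doxorubicin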
IL1B NFkB pot – enhances IL-1B driven NFkB nuclear translocation | HUVEC IL-1B NFkB p65 nuclear translocation imaging | activation, % at 2 µM | actives 0.3% (n = 94,000);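 active = activation above 40%, about the mean plus 3 SD, also judged a hit on visual image review; inconclusive = activation above 40% but not a hit on visual review; inactive = activation not above 40% and no visual hit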;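 note: percent activation is computed from the nuclear over cytoplasmic p65 intensity ratio; values of inactives mirror those of a sister screen read the other way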
NFkB transloc inh – blocks IL-1B driven NFkB nuclear translocation in HUVEC cells. inhibition, % at 2 µM. actives 0.43% (n = 94,000). HUVEC IL-1B NFkB p65 nuclear translocation imaging;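 active = inhibition above about 30% together with a positive call from visual inspection of the well image, limit read from the data; inconclusive = inhibition above a set limit but visual check negative; inactive = inhibition not above a set limit, visual check negative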;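 note: nuclear over cytoplasmic p65 intensity ratio measured by imaging; 0% = IL-1B stimulated DMSO wells and 100% = unstimulated DMSO wells; values of inactives mirror those of a sister screen read the other way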
PLAP inhibition – inhibition of human placental alkaline phosphatase – biochemical, luminescence, HTS (AID 690). purified PLAP, luminescent substrate; higher % means a stronger effect. inhibition, % at 20 µM, or IC50 in µM where a hit was titrated. actives 0.08% (n = 96,000); in the data active = a potency from the dose series; inactive = the rest, 99 in 100 with inhibition below about 30%; note: strong numbers were not always called active
MRP resist rev cytotoxicity – also measured in MRP resist rev; calls as there; viability, %; H69AR cells, CellTiter-Glo, 72 h; measured here: cytotoxicity without doxorubicin
MRP resist rev with doxorubicin – further read-out of MRP resist rev, marked with its call; viability, %; measured here: viability with 2 uM doxorubicin; hits give low values
NFkB transloc inh cell count 2 µM – second read-out of NFkB transloc inh, no call of its own (marks repeat the call); cell count; measured here: cells passing quality filter;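 raw number of nuclei counted in each imaged well without normalization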
IL1B NFkB pot cell count 2 µM – also measured in IL1B NFkB pot; calls as there; cell count; measured here: cells passing quality filter
Starred values were filed as active, the others as inactive; ? = inconclusive; . = no result given. A portion of the library (hit frequency here may not be typical).

SMILES | Bcl-B TR3 displacers | MRP resist rev | MRP resist rev cytotoxicity | MRP resist rev with doxorubicin | IL1B NFkB pot | IL1B NFkB pot cell count 2 µM | NFkB transloc inh | NFkB transloc inh cell count 2 µM | PLAP inhibition
CCC/S(CC1CC1(Cl)Cl)=N\S(=O)(=O)c1ccc(C)cc1 (stereo not drawn) | 2.3% | 12.1 | 105.2 | 93.1 | -4.5 | 154 | 4.5 | 154 | -5.5%
CSc1nncc(-c2ccc(F)cc2)n1 | -15.6% | 0.3 | 91.5 | 91.2 | 37.6 | 155 | -37.6 | 155 | -3.9%
CCCCOc1ccc(-c2nnn(C(C)(C)C(=O)OC)n2)cc1 | -2.3% | 24.8 | 102.8 | 78.0 | 13.4 | 148 | -13.4 | 148 | -38.5%
Cc1[nH]nc2c1C(c1ccccc1F)NC2=O (stereo not drawn) | 11.0% | 9.6 | 92.5 | 82.9 | 9.1 | 52 | -9.1 | 52 | -18.1%
COCc1nnc(NC(=O)c2ccc(S(=O)(=O)N(C)C3CCCCC3)cc2)o1 | 14.3% | -21.1 | 24.7 | 45.9 | 5.0 | 126 | -5.0 | 126 | -71.0%
COc1ccc(CCNc2cc(N3CCN(C(=O)c4ccccc4F)CC3)ccc2[N+](=O)[O-])cc1OC | 1.1% | . | . | . | -2.2 | 146 | 2.2 | 146 | -10.2%
CCOc1ccccc1C1N(c2ccc(F)cc2)C(=O)C2CCCN21 (stereo not drawn) | -0.1% | 5.6 | 98.9 | 93.3 | 11.7 | 120 | -11.7 | 120 | -10.6%
COc1ccc(OC)c(S(=O)(=O)N2CCC(C(=O)N3CCc4ccccc4C3)CC2)c1 | -4.7% | -25.7 | 35.8 | 61.5 | 5.9 | 118 | -5.9 | 118 | -81.6%
CC(C)(C)OC(=O)NCCCCCc1nnc(SCC(=O)Nc2cccc(Cl)c2)o1 | 5.1% | 8.6 | 88.2 | 79.7 | -6.8 | 115 | 6.8 | 115 | -78.5%
Cc1ccc(C)n1/N=C1/NC(=O)CS1 | 25.6% | 5.8 | 101.0 | 95.2 | 10.6 | 161 | -10.6 | 161 | -38.7%
O=C(O)CCCCCN1C(=O)C2CCCCC2C1=O (stereo not drawn) | . | 4.0 | 109.1 | 105.1 | 15.1 | 156 | -15.1 | 156 | .
O=c1[nH]c2ccc(Cl)cc2c(-c2ccccc2)c1N1CCOCC1 | -3.4% | 37.3 | 78.9 | 41.6 | . | . | . | . | -17.6%
Cc1ccc2c(CC(=O)O)coc2c1C | -14.8% | -6.4 | 92.2 | 98.6 | . | . | . | . | 3.9%
Cc1ccc(S(=O)(=O)NC(=O)Nc2ccc(Cl)cn2)cc1 | 2.4% | 9.2 | 106.8 | 97.5 | -10.5 | 93 | 10.5 | 93 | -12.4%
CC(NCc1ccc(N(C)C)cc1)C1CC2CCC1C2 (stereo not drawn) | -6.9% | 14.2 | 98.8 | 84.5 | -1.5 | 46 | 1.5 | 46 | 20.5%
CN(CC(=O)N1CCN(c2ccccn2)CC1)S(=O)(=O)c1ccc(Br)cc1 | -5.7% | -9.9 | 60.8 | 70.7 | -2.3 | 88 | 2.3 | 88 | 19.2%
CCOc1ccccc1NC(=O)COn1nnc2ccccc21 | 2.8% | 1.8 | 85.8 | 84.1 | 4.1 | 142 | -4.1 | 142 | 17.6%
Cc1cc(C)c2c(n1)nn1c(NCCOCCO)cc(C)nc21 | -3.7% | -0.1 | 80.7 | 80.8 | 30.7 | 139 | -30.7 | 139 | -56.0%
CCCNC(=O)c1ccccc1C(=O)NCCC | -9.6% | -10.4 | 93.0 | 103.4 | 20.0 | 153 | -20.0 | 153 | 23.5%
O=c1c2oc3ccccc3c2ncn1Cc1ccccc1Cl | -4.3% | 16.4 | 90.2 | 73.8 | -7.9 | 42 | 7.9 | 42 | 11.8%
COc1cc(N2C(=O)c3ccccc3C2=O)c(Cl)cc1C(=O)OCC(=O)NCc1ccco1 | -5.9% | -1.9 | 69.2 | 71.0 | -5.9 | 143 | 5.9 | 143 | -16.1%
Nc1nc(SCC(=O)NCc2ccco2)[nH]c(=O)c1-c1ccccc1 | -3.1% | 13.7 | 97.7 | 84.0 | 2.6 | 180 | -2.6 | 180 | -2.7%
CSC1=C(C#N)C(c2ccccc2C)C(C#N)=C(N)N1 (stereo not drawn) | 5.2% | -21.4 | 52.5 | 74.0 | 4.5 | 103 | -4.5 | 103 | 17.9%
COc1ccc(C2(C(=O)NCCN3CCOCC3)CCOCC2)cc1 | -5.8% | 20.2 | 110.6 | 90.5 | -5.9 | 199 | 5.9 | 199 | -18.3%
Cc1ccc2nc(C)cc(C(=O)OCC(=O)c3ccc(Cl)c([N+](=O)[O-])c3)c2c1 | -9.6% | . | . | . | 13.1 | 92 | -13.1 | 92 | 1.4%
Cc1cccc(OCCC(=O)NCC(c2ccccc2)N(C)C)c1 (stereo not drawn) | 0.0% | -2.7 | 90.7 | 93.4 | -3.4 | 90 | 3.4 | 90 | -5.0%
CCC(O)CNc1nc(-n2nc(C)cc2C)nc2sc3c(c12)CC(C)(C)OC3 (stereo not drawn) | 1.6% | -4.2 | 44.6 | 48.8 | -11.6 | 153 | 11.6 | 153 | 3.2%
COCCNC(=O)Cn1cnc2c1c(=O)n(C)c(=O)n2C | 4.7% | -7.2 | 87.2 | 94.4 | 12.8 | 67 | -12.8 | 67 | 17.9%
O=C(Nc1ccc2c(c1)OCCO2)C1CCN(C(=O)c2ccc(F)cc2)CC1 | -9.0% | 25.7 | 104.2 | 78.5 | 9.9 | 112 | -9.9 | 112 | -47.4%
CC1=C(C(=O)OC2CCCCC2)C(c2ccc(C)o2)C2=C(CC(C)(C)CC2=O)N1 (stereo not drawn) | 6.9% | 11.9 | 97.8 | 86.0 | ? | . | -43.0 | 135 | -52.1%

Full records as entered above.
COc1ccc(C2(C(=O)NCCN3CCOCC3)CCOCC2)cc1 as listed: Bcl-B TR3 displacers: -5.8%; MRP resist rev: 20.2; MRP resist rev cytotoxicity: 110.6; MRP resist rev with doxorubicin: 90.5; IL1B NFkB pot: -5.9; IL1B NFkB pot cell count 2 µM: 199; NFkB transloc inh: 5.9; NFkB transloc inh cell count 2 µM: 199; PLAP inhibition: -18.3%
COc1cc(N2C(=O)c3ccccc3C2=O)c(Cl)cc1C(=O)OCC(=O)NCc1ccco1 as listed: Bcl-B TR3 displacers: -5.9%; MRP resist rev: -1.9; MRP resist rev cytotoxicity: 69.2; MRP resist rev with doxorubicin: 71.0; IL1B NFkB pot: -5.9; IL1B NFkB pot cell count 2 µM: 143; NFkB transloc inh: 5.9; NFkB transloc inh cell count 2 µM: 143; PLAP inhibition: -16.1%

More results
SMILES | Bcl-B TR3 displacers | MRP resist rev | MRP resist rev cytotoxicity | MRP resist rev with doxorubicin | IL1B NFkB pot | IL1B NFkB pot cell count 2 µM | NFkB transloc inh | NFkB transloc inh cell count 2 µM | PLAP inhibition
Clc1ccc(OCCn2ccnc2)c2ccccc12 | -4.9% | 19.4 | 74.5 | 55.1 | 5.7 | 133 | -5.7 | 133 | -10.9%
Cc1sc2ncnc(N3CCC(C)CC3)c2c1C | . | 9.7 | 108.8 | 99.1 | -9.6 | 111 | 9.6 | 111 | .
CCCCC1=NN(C(=O)c2cocc2C)C(O)(C(F)(F)F)C1 (stereo not drawn) | . | -7.6 | 92.9 | 100.5 | -7.3 | 109 | 7.3 | 109 | .
Fc1ccc(-c2nnc(CN3CCC(c4nc5ccccc5s4)CC3)o2)cc1 | -8.5% | 20.6 | 96.8 | 76.2 | . | . | . | . | 7.1%
CCC(=O)NCCc1cc2ccc(C)c(C)c2[nH]c1=O | -0.5% | 4.2 | 94.6 | 90.3 | . | . | . | . | 9.6%
O=C(Oc1ccc(-c2ccccc2)cc1)N1CCOCC1 | -7.0% | -1.9 | 90.4 | 92.3 | 28.7 | 149 | -28.7 | 149 | -87.2%
Cc1cc(C(F)F)n2ncc(C(=O)NCc3ccccc3C(F)(F)F)c2n1 | 0.0% | 15.4 | 82.3 | 66.9 | -7.5 | 61 | 7.5 | 61 | -9.0%
Cc1nn(C)c(Cl)c1NC(=O)OCc1ccc(F)cc1 | 7.8% | . | . | . | 0.3 | 117 | -0.3 | 117 | 15.9%
COC(=O)CCC(=O)Nc1cccc(C(=O)Nc2cccc(Cl)c2)c1 | 2.8% | . | . | . | 8.2 | 79 | -8.2 | 79 | 3.5%
NC(=O)C1(NC(=O)[C@@H]2CC3(CC(c4cccc(NC(=O)[C@@H]5CCC(=O)N5)c4)=NO3)CN2C(=O)Cc2ccc(Cl)cc2)CC1 (stereo partly drawn) | -4.2% | . | . | . | -0.4 | 147 | 0.4 | 147 | -46.4%
COc1cccc(N(C(=O)c2cnccn2)C(C(=O)NC2CCCCC2)c2ccc(Cl)cc2)c1 (stereo not drawn) | -1.2% | 0.0 | 93.0 | 93.0 | -2.4 | 152 | 2.4 | 152 | -36.8%
COc1ccc(-c2nc(N)ncc2Oc2ccccc2Br)c(O)c1 | -34.0% | -16.2 | 38.2 | 54.4 | 11.9 | 113 | -11.9 | 113 | 5.4%
CCCn1c(SCC(=O)Nc2ccc3c(c2)OCCO3)nnc1-c1ccco1 | -3.8% | . | . | . | 8.7 | 146 | -8.7 | 146 | -63.6%
Cc1ccc(C(=O)OCC(=O)Nc2ccc3c(c2)OCO3)o1 | . | -4.8 | 87.7 | 92.5 | -2.2 | 116 | 2.2 | 116 | .
O=C(COc1cc(Cl)c(Cl)cc1Cl)Nc1ccncc1 | 0.7% | 0.0 | 109.3 | 109.3 | 7.1 | 160 | -7.1 | 160 | -1.7%
COc1ccc(NC(=O)CN2CCN(C(=O)c3ccco3)CC2)c(OC)c1 | -3.3% | 1.7 | 98.3 | 96.6 | 3.9 | 174 | -3.9 | 174 | -5.8%
COc1ccccc1CCN1C(=S)NC(C)(C)CC1(C)O (stereo not drawn) | 2.1% | -0.3 | 84.7 | 85.0 | 6.9 | 154 | -6.9 | 154 | -5.1%
COc1cc(OC)c(C2Oc3nc(SC)nnc3-c3ccccc3N2C(C)=O)cc1OC (stereo not drawn) | 9.6% | 2.8 | 90.2 | 87.4 | -13.6 | 160 | 13.6 | 160 | -4.2%
CCOC(=O)Cc1cc(=O)[nH]c(Nc2nc3ccccc3o2)n1 | -10.5% | 1.2 | 64.7 | 63.5 | 9.7 | 86 | -9.7 | 86 | -66.6%
CCOC(=O)c1c(C)n(CC(O)c2ccccc2)c2ccc(O)cc12 (stereo not drawn) | 4.4% | -6.2 | 66.2 | 72.4 | -0.2 | 177 | 0.2 | 177 | 27.9%
CCn1ncc(C2=NOC(C(=O)N3CCC(C(N)=O)CC3)C2)c1C (stereo not drawn) | 11.1% | . | . | . | . | . | . | . | 7.4%
COc1cc2nc(SCC(=O)NCCc3ccccc3)n(Cc3ccco3)c(=O)c2cc1OC | -15.9% | -6.7 | 72.4 | 79.1 | . | . | . | . | -85.3%
Cc1cc(=O)[nH]c(Cc2ccc(OC(C)C)cc2)n1 | -14.1% | 3.6 | 104.2 | 100.6 | 5.8 | 140 | -5.8 | 140 | -0.2%
CSc1ccc(S(=O)(=O)Nc2c(C)cccc2C)cc1 | -5.0% | 10.7 | 100.4 | 89.7 | 5.6 | 162 | -5.6 | 162 | -10.1%
Cc1cc(C)cc(Nc2cc(C)nc3nc(C)nn23)c1 | -6.1% | 5.6 | 89.0 | 83.4 | -11.5 | 140 | 11.5 | 140 | -69.1%
Cc1n[nH]c(=S)c2nn(-c3ccccc3)c(C)c12 | 5.6% | . | . | . | -4.1 | 130 | 4.2 | 130 | -8.1%
CCCCOc1ccc(C(=O)Nc2ccncc2)cc1 | -0.7% | -36.7 | 54.6 | 91.3 | -7.6 | 118 | 7.6 | 118 | 34.0%
CCc1nnc(NC(=O)[C@@H]2CCCN2S(=O)(=O)c2ccc3c(c2)OCCO3)s1 | 9.4% | 12.8 | 104.1 | 91.3 | 15.3 | 157 | -15.3 | 157 | -10.6%
CC(C)CC(=O)c1c[nH]c(C(=O)NCC2CCCO2)c1 (stereo not drawn) | 0.2% | . | . | . | 1.7 | 141 | -1.7 | 141 | -11.6%

Compound activity (PubChem)
